# Screening results: PubChem, National Center for Advancing Translational Sciences (NCATS)
# aSyn yeast inh: alpha-synuclein toxicity inhibition in yeast; Yeast expressing alpha-synuclein, growth rescue, BacTiter-Glo, 24 h; Potency, µM (top dose mostly 46.1 µM), for the others: top-dose growth rescue (activation), actives largely listed as activators; 0.14% of 370,000 active; AID 652106; note: potency is the fitted concentration of half-maximal effect; % of control where 0% means no effect; nearly all actives have a fitted effect of over 65% in size
#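 Screening used galactose-induced yeast with toxic alpha-synuclein levels, exposed to compound for 24 hr at 30 deg C. Cell growth, read with BacTiter-Glo luminescence, gave the measured signal.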
# GLP-1R agonist: GLP-1 receptor (human) agonism | P43220 | HEK293 GLP-1R CRE-luciferase, luminescence, 4-6 h; cells express a hypersensitive GLP-1R form | Potency, µM (doses to about 45.6 µM), inactives show at the top dose activation, actives largely listed as activators | 0.007% of 380,000 active; note: potency is the fitted concentration of half-maximal effect; % of control where 0% means no effect
# Target sequence (P43220 whole entry, looked up): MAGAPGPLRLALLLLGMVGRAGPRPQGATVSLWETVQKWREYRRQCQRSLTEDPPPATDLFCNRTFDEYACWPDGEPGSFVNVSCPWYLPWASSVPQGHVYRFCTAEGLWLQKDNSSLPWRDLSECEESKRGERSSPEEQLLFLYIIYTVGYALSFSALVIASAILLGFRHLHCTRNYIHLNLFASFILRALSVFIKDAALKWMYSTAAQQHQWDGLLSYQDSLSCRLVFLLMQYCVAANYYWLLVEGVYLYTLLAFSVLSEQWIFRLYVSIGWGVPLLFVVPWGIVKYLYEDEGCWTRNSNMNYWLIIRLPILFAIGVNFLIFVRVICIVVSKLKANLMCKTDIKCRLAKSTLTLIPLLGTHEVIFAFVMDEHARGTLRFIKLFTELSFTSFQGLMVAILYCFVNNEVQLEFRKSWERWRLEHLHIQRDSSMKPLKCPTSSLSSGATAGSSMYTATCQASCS
# GLP1R inv ag: GLP-1 receptor (human) inverse agonism; Potency, µM (titrated, usually from 38.3 µM), for inactives: at the highest dose activity change, negative = inhibition, most hits filed as inhibitors; P43220; 1.6% of 410,000 active; HEK293 GLP-1R CRE-luciferase, luminescence, 24 h; GLP-1R form is constitutively active; note: potency is the fitted concentration of half-maximal effect; % is set by controls: 0 for no effect and ±100 for the full control effect; nearly all actives have a fitted effect of over 55% in size
#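 Constitutively active GLP-1R drives a cAMP-responsive luciferase in stably transfected HEK293 cells; test compounds are added after overnight (12 h) attachment and left 24 hr, and signal loss in luminescence marks inhibition.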
# HEK293 tox: cytotoxicity counter-screen for GLP-1 receptor inverse agonists | Potency, µM (series often up to 38.3 µM), inactives show at the top dose activity change, negative = inhibition, hits mostly inhibitors | 0.13% of 410,000 active | HEK293 cAMP-luciferase reporter cells, luminescence, 24 h | AID 624418;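 note: loss of luciferase light is scored as toxicity; potency is the fitted concentration of half-maximal effect; % is set by controls: 0 for no effect and ±100 for the full control effect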
#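 Compound-treated cells are incubated 24 hr at 37 deg C under 5% CO2 after a 12 hour attachment period, then luciferase detection reagent is added and luminescence is measured following 12 min at room temperature; lowered signal indicates toxicity.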
# DRD3 agonist: activates the human D3 dopamine receptor; max activation, %; 0.58% of 410,000 active; D3R DiscoveRx beta-arrestin cells, luminescence, 90 min; P35462; in the data active = max activation above about 30%; note: 0% is about no effect; mostly tested at two doses, the higher about 12 µM
#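 Agonist mode: compounds and dopamine controls were applied to plated cells for 90 min at 37 degrees C after an overnight attachment at 1500 cells/well. Luminescent read-out followed 30 - 60 minutes at room temperature with DiscoveRx detection reagent.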
# KB-V1 MDR tox: kills drug-selected multidrug resistant KB-V1 cells | KB-V1 MDR cells viability, CellTiter-Glo, 72 h | Potency, µM (series often up to 46.1 µM), inactives show top-dose activity change, negative = cytotoxicity, most hits filed as cytotoxic | 3.4% of 400,000 active | AID 1347076; note: potency is the fitted concentration of half-maximal effect; % is set by controls: 0 for no effect and ±100 for the full control effect; nearly all actives have a fitted effect of over 60% in size
#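 Cytotoxicity toward P-gp-expressing KB-V1 cells was determined as loss of CellTiter-Glo luminescence after 72 h at 37 degrees C. Compounds were tested in quantitative HTS format across a concentration range, with curves fitted to normalized data.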
# TDP-43 yeast inh: inhibitors of TDP-43 toxicity in yeast; AID 652104; Potency, µM (highest dose often 46.1 µM), without a hit: at the highest dose growth rescue (activation), actives largely listed as activators; TDP-43 expressing yeast growth rescue, BacTiter-Glo, 24 h; 1.8% of 410,000 active; note: potency is the fitted concentration of half-maximal effect; % of control where 0% means no effect; nearly all actives have a fitted effect of over 50% in size
#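 In this qHTS, compounds that restore growth of yeast expressing TDP-43 appear as activators. Cells (OD600=0.02, galactose medium, raffinose-pregrown) are incubated with compound 24 hr at 30 deg C and growth is quantified by BacTiter-Glo.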
# DRD3 antagonist: blocks the human D3 dopamine receptor | max response, negative = inhibition, % | AID 652054 | P35462 | 2.5% of 360,000 active | D3R cells, DiscoveRx beta-arrestin luminescence, antagonist mode; active compounds read low; in the data active = max response below about -50%; inconclusive = no clear call, values can overlap the other calls; note: % is set by controls: 0 for no effect and ±100 for the full control effect; mostly tested at two doses, the higher about 12 µM
#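 Cells plated overnight at 1500 cells/well, then exposed to library compounds with dopamine controls for 90 minutes at 37 degrees C. DiscoveRx reagent added for 30–60 minutes at room temperature; luminescence read, quantitative HTS format.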
# PTHR1 agonist: agonists of human PTHR1 parathyroid hormone receptor; Potency, µM (doses to about 115 µM), for the others: at the top dose activation, most hits filed as activators; HEK293 GP2 PTHR1 cells, GloSensor cAMP luminescence, 1 h; Q03431; 0.075% of 410,000 active; AID 743266; note: potency is the fitted concentration of half-maximal effect; nearly all actives have a fitted effect of over 55% in size; some results filed as inactive show a strong effect at the top dose; inactives centre near -15; many of its hits are not listed in these tables
# Target sequence (Q03431 whole entry, looked up): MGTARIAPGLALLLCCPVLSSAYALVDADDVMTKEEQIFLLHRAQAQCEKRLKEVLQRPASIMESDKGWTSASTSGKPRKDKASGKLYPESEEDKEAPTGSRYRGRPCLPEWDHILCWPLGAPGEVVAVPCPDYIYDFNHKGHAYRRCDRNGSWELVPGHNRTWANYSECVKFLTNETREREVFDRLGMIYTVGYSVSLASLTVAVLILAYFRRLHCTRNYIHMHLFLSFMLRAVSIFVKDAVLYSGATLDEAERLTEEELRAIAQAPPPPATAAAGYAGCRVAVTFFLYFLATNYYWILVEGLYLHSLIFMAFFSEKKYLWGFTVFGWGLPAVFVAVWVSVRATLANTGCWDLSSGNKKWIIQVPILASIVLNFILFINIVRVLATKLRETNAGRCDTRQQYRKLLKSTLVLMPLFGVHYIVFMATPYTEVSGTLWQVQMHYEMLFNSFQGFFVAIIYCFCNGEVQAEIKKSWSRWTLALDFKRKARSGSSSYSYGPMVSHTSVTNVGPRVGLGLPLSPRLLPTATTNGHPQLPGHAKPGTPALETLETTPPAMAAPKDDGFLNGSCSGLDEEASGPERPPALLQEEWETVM
#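 HEK-293-derived GP2 cells expressing PTHR1 and a GloSensor cAMP reporter, 3,000/well, plated overnight, given luciferin plus IBMX (each 0.5 mM as added) for 1 h at 37 °C, then compound for 1 h at 37 °C. Luminescence was read after 15 min at room temperature.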
# Active calls of the source: *; i = inactive; ? = inconclusive; nt = no result given; & = joins results of further samples; [ ] = another dose, or the depositor's remark. Unless noted, calls come from the whole dose curve; as a rule, active = well fitted curve in the direction sought with a large enough effect; inconclusive = small, poorly fitted or top-dose-only effect, or another doubt; inactive = no such curve, though single readings can be large; an effect the other way counts as inactive or inconclusive.
SMILES,aSyn yeast inh,GLP-1R agonist,GLP1R inv ag,HEK293 tox,DRD3 agonist,KB-V1 MDR tox,TDP-43 yeast inh,DRD3 antagonist,PTHR1 agonist
C(=C\c1ccccc1)/CN1CCN(C(CCc2ccccc2)c2nnnn2-c2ccc3c(c2)OCCO3)CC1 (stereo not given),-11%,2%,?,-1%,-12,0%,23%,-110*,-5%
COc1cc2c(cc1OC)CN(C(=O)CCc1c[nH]c3ccccc13)[C@H](C(=O)O)C2,1%,0%,15%,2%,4,8%,17%,3,i
Cc1ccc(O)c(CO)n1,-1%,4%,31%[activator],6%,-14,2%,1%,-8,i
CC1CCC(NC(=O)COC(=O)CCC(=O)c2ccc(Cl)s2)CC1 (stereo not given),3%,-7%,-3%,1%,2,16%,25%,14,i
CN1C[C@@H]2C[C@@H](C3=Cc4cc(Cl)ccc4OC3)N3CCC[C@@]23C1=O,1%,2%,-25%,5%,-10,-5%,0%,2,-5%
COCCNC(=O)CSc1ccccc1C(=O)O,1%,1%,-10%,-1%,-5,7%,-15%,-13,i
COc1cc([N+](=O)[O-])cc(CN2CCCCC2)c1O,-11%,-1%,-2%,?,-2,20%,-12%,-17,-8%[57.5 µM]
Cc1ccc(OCCC(=O)OCC(=O)N2c3ccccc3NC(=O)C2(C)C)cc1,1%,9%,?,-6%,4,7%,-12%,-16,-19%
COC1OC(CO)C(O)C(O)C1O (stereo not given),-1%,13%,4%,0%,-4,0%,14%,-13,-3%
CCC(C)c1ccccc1NC(=O)COC(=O)C1=NN(c2ccccc2)C(=O)CC1 (stereo not given),5%,-6%,7%,-1%,1,nt,-1%,-2,i
Cc1cc(C(=O)COC(=O)CNC(=O)c2ccco2)c(C)n1Cc1ccco1,2%,-3%,16%,-5%,10,-22%,-5%,3,-7%
CCC(C)[C@H](NC(=O)C1CCC(CNC(=O)[C@@H]2CCCN2C(=O)OC(C)(C)C)CC1)C(=O)O (stereo not given in full),0%,8%,5%,2%,-3,4%,-2%,2,i
Cc1nnc(SCC(=O)NNC(=O)c2ccc(Br)cc2)n1C,-1%,1%,4%,7%,0,-2%,-22%,1,?
COc1ccc(CNC(=O)c2ccc(NC(=O)N3CCCCc4ccccc43)cc2)c(OC)c1,nt,nt,11µM*,9%,2,0%,22%,nt,i
Cc1ccc(CN2CCN(Cc3ccccc3-c3ccco3)CC2CCO)o1 (stereo not given),-2%,4%,?,-7%,-11,-27%,-24%,-14,2%
CC(=O)NC(Cc1ccccc1)C(=O)N1CCN(C(=O)c2cccs2)CC1 (stereo not given),2%,-15%,-10%,6%,-1,16%,-18%,-24,-19%[57.5 µM]
Cc1ccc(Cn2cnc3c(cnn3C(C)(C)C)c2=O)cc1,2%,10%,-28%,-13%,0,-14%,0%,28,-26%
COc1ccc(C(=O)c2c(-c3ccsc3)oc3ccc(-c4ccc(OC)cc4)cc23)cc1,-1%,-3%,4%,-17%,-1,5%,6%,-25,-8%
CCc1ccc(C(=O)OCC(=O)Nc2c(C)n(C)n(-c3ccccc3)c2=O)cc1,-2%,5%,8%,-2%,0,?,-12%,-3,0%
Cc1ccc(C)c(NC(=O)c2ccc(N(C)S(C)(=O)=O)cc2)c1,-3%,-9%,0%,-5%,-29,-4%,-12%,-4,-8%[57.5 µM]
Cc1nc2sc(C)c(C)c2c(=O)o1,-3%,2%,2%,-11%,-4,?,4%,12,i
CCOC(=O)c1cccc(NC(=O)COc2nsnc2N2CCOCC2)c1,0%,14%,?,-12%,3,?,4%,-11,-46%
O=C(CCC1CCCCC1)NCCN1C2=NC[C@H](Cc3ccc(O)cc3)N2C[C@H]1Cc1ccc(O)cc1,2%,-1%,1%,-4%,-47,?,6%,?,2%
O=C(Nc1ccc(Cl)c([N+](=O)[O-])c1)c1ccncc1,0%,0%,24%,-3%,-8,-9%,-5%,?,i
COc1cc(C2C3=C(COC3=O)Oc3cc4c(cc32)OCO4)cc(OC)c1OC(C)=O (stereo not given),7%,3%,-51%,?,-11,0.65µM*,-10%,-20,?
SMILES,aSyn yeast inh,GLP-1R agonist,GLP1R inv ag,HEK293 tox,DRD3 agonist,KB-V1 MDR tox,TDP-43 yeast inh,DRD3 antagonist,PTHR1 agonist
Cc1cc(C)c(C(=O)C(C)OC(=O)C2=COCCO2)cc1C (stereo not given),6%,8%,?,5%,1,-21%,1%,4,-12%
O=C(NCc1ccc2c(c1)OCO2)C(=O)Nc1cc2c3c(c1)CC(=O)N3CCC2,-1%,12%,47%[activator],0%,-2,?,8%,-8,-19%
C/C(Cc1ccccc1)=N\NC(=O)CNC(=O)c1cccc(Br)c1,-2%,8%,4%,5%,3,-2%,19%,14,i
O=C(CCC(=O)Nc1ccc(F)cc1)N/N=C/c1ccncc1,-4%,2%,-3%,1%,-3,0%,-15%,-18,-3%
CCN(CC)CCNC(=O)c1ccc(NC(=O)COc2ccccc2F)cc1,1%,2%,-23%,5%,-1,-13%,8%,8,i
O=c1c2ccccc2ncn1/N=C/c1ccccc1,-10%,6%,8%,-1%,-1,-13%,-14%,-21,-25%
Cc1cc(C)nc(NCCC(=O)O)n1,3%,1%,16%,-7%,4,12%,1%,6,i
Cc1c(/C=N\NC(=O)c2c[nH]c3ccccc23)cnn1C,1%,10%,20%,-2%,-3,22%,-10%[0.397 µM],0,i
CC(C)(C)c1cn(-c2ccc(F)cc2)c(=S)[nH]1,-1%,17%,-7%,-23%,1,0%,12%,10,10%[57.5 µM]
S=C(NC1CCCC1)NN1CCOCC1,-5%,13%,2%,2%,14,0%,-8%,-4,-23%
CCOc1ccccc1NC(=O)Nc1c(C)n(-c2ccccc2)c(=O)n1C,0%,-7%,0%,-15%,-8,14%,-21%,-19,i
CCOC(=O)C1CN(S(=O)(=O)c2ccc(C)cc2)CCN1S(=O)(=O)c1ccc(C)cc1 (stereo not given),0%,-2%,0%,3%,4,-23%,-12%,4,17%[57.5 µM]
CCc1ccccc1N(CC(=O)NCc1ccco1)C(=O)CCC(=O)Nc1nccs1,-3%,6%,-33%,1%,0,-15%,-11%,-13,-12%
COC1C/C(=N\O)C2OC(c3ccccc3)OCC2O1 (stereo not given),-6%,-1%,5%,2%,-4,-16%,-20%,6,-1%
C/C=C1\COC(C(=O)NCc2cccc(OC)c2OC)(C(F)(F)F)C=C1C=C1CCCCC1 (stereo not given),1%,-1%,?,14%,-5,0%,21%,3,-11%
Cc1ccc(-c2nnn(CC(=O)Nc3ccccc3N3CCOCC3)n2)cc1,6%,15%,0%,7%,13,-18%,-11%,25,14%[57.5 µM]
COC(=O)CSc1nnc(-c2ccccc2OC)o1,4%,0%,6%,-6%,8,0%,-8%,-4,-5%[57.5 µM]
CCCC(=O)Nc1cccc(-c2nc3ncccc3o2)c1,nt,nt,6%,-4%,-13,-6%,20%,nt,-18%
CCOC(=O)CNC(c1ccccc1)c1cc(Br)ccc1NC(C)=O (stereo not given),6%,8%,?,-22%,-17,-16%,-6%,-18,i
COc1ccccc1N(CC(=O)NCCSCc1ccccc1)S(=O)(=O)c1ccc(C)cc1,2%,10%&-3%,?,-2%&-13%,3&3,?,-13%&20%,14,-31%
COC(=O)c1ccc(C2Nc3cccc4cccc(c34)N2)cc1,-6%,-1%,-1%,12%,4,-23%,?,-12,-6%
Cc1cc(C)nc(N/N=C/c2cccc(Cl)c2)n1,-12%,15%,13%,3%,-1,-10%,2%,-9,-2%
O=C1NC(Cc2ccc(O)cc2)c2nc3ccccc3c(=O)n2-c2ncccc21 (stereo not given),-12%,3%,21%,-4%,-3,24%,21%,-22,-13%
COc1ccc(C)cc1NC(=O)c1sc2nc(C)nc(N3CCOCC3)c2c1C,-10%,8%,1%,-6%,3,0%,1%,13,-12%
CC1=C(C(=O)N(C(C)C)C(C)C)CC(CC(=O)NCCc2ccccn2)C(=O)N1Cc1ccc(C(C)(C)C)cc1 (stereo not given),-1%,-5%,-13%,0%,-11,3%,-1%,0,-19%

# Two entries drawn at random from those above:
SMILES,aSyn yeast inh,GLP-1R agonist,GLP1R inv ag,HEK293 tox,DRD3 agonist,KB-V1 MDR tox,TDP-43 yeast inh,DRD3 antagonist,PTHR1 agonist
S=C(NC1CCCC1)NN1CCOCC1,-5%,13%,2%,2%,14,0%,-8%,-4,-23%
CC1=C(C(=O)N(C(C)C)C(C)C)CC(CC(=O)NCCc2ccccn2)C(=O)N1Cc1ccc(C(C)(C)C)cc1 (stereo not given),-1%,-5%,-13%,0%,-11,3%,-1%,0,-19%

# Continuation.
SMILES,aSyn yeast inh,GLP-1R agonist,GLP1R inv ag,HEK293 tox,DRD3 agonist,KB-V1 MDR tox,TDP-43 yeast inh,DRD3 antagonist,PTHR1 agonist
CC(=O)Nc1ccc(NC(=O)c2ccccc2C)cc1,-10%,8%,0%,26%,1,-1%,-19%,-30,2%[57.5 µM]
CCOCCCn1c(C)nc2c(c1=O)c1nc3ccccc3nc1n2-c1ccc(C)cc1,-4%,8%,-3%,6%,-4,-2%,-19%,-17,-29%[57.5 µM]
NS(=O)(=O)c1ccc(NC(=O)COC(=O)c2ccco2)cc1,-1%,1%,15%,0%,-4,0%,18%,4,1%
O=C(CSc1ccc2c(c1)OCCO2)NCc1ccccc1,1%,-4%,17%,0%,0,6%,-1%,-1,-26%
COc1ccc2[nH]c3c(c2c1)CCN1C(=O)C(CC(=O)NCCC2=CCCCC2)C[C@H](C(=O)N2CCOCC2)[C@@]31CCC1CCCC1 (stereo not given in full),-2%,1%,6%,10%,30,1%,1%,-52*,-18%
Nc1ccc(Nc2ccccc2)cc1,1%,2%,66%[activator],-2%,-5,-1%,-8%,-10,i
Cc1cccc(N2CCN(C(=O)CCS(=O)(=O)c3ccc(Br)cc3)CC2C)c1 (stereo not given),14%,5%,?,10%,4,?,-9%,2,-28%

# These rows are one share of the data; the hit share may differ from the screen's.
